TRb-SRC2 inh: qHTS for Inhibitors of the Interaction of Thyroid Hormone Receptor and Steroid Receptor Coregulator 2. 280,000 compounds, 0.065% hits. Potency, µM (series often up to 106 µM), for the others: top-dose activity change, negative = inhibition, actives largely listed as inhibitors. Thyroid hormone receptor beta (Homo sapiens), P10828. TRbeta-SRC2 peptide binding, fluorescence polarization; receptor liganded with 1 µM T3;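 also: plate controls were bound peptide for no effect and peptide without receptor for full effect; nearly all actives have a fitted effect of over 50% in size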
Target sequence (P10828 whole entry, looked up): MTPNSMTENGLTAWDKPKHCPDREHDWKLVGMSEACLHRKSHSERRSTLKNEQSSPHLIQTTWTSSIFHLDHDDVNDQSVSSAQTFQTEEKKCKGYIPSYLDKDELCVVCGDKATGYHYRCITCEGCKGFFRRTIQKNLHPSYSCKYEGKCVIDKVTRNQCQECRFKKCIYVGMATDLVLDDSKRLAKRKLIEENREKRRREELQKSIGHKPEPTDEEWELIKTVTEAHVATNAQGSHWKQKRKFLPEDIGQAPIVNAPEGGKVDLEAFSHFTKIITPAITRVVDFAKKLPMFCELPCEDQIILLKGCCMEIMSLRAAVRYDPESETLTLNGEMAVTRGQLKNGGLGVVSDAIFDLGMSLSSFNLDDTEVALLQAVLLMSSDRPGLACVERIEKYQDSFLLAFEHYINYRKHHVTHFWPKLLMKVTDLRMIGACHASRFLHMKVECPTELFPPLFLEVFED
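Assay buffer: 20 mM Tris-HCl, 100 mM NaCl, 10% glycerol, 1 mM EDTA, 0.01% NP-40, 1 mM DTT, 1 uM T3, 5% DMSO; TRb LBD 0.6 uM, Texas Red SRC2 20 nM; FP after 5 hr.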
GAA glycogen: qHTS Assay for Inhibitors and Activators of Human alpha-Glucosidase Cleavage of Glycogen. Lysosomal alpha-glucosidase (Homo sapiens), P10253. recombinant GAA, glycogen substrate, Amplex Red glucose oxidase fluorescence. Potency, µM (series often up to 76.4 µM), inactives show top-dose activity change, negative = inhibition, actives largely listed as inhibitors. 300,000 compounds, 0.38% hits;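 also: 0% = full enzyme reaction and -100% = no-enzyme basal signal; the screen sought inhibitors and activators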
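qHTS, 1536-well; enzyme 4 nM final; cpd up to 77 uM; substrate bovine liver glycogen 30 ug; 50 mM citrate/phosphate pH 5.0, 0.01% Tween-20; 37 C, 40 min; Amplex Red detection 45 min RT; Hill fit → AC50.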
L3MBTL1 inh: qHTS Assay for the Inhibitors of L3MBTL1; AID 485360, 2010; 230,000 compounds, 0.66% hits; Potency, µM (titrated, usually from 57.1 µM), for the others: at the highest dose activity, negative = inhibition, most hits filed as inhibitors; Lethal(3)malignant brain tumor-like protein 1 (Homo sapiens), Q9Y468; AlphaScreen L3MBTL1–H3K9me1 peptide binding; also: nearly all actives have a fitted effect of over 60% in size
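AlphaScreen proximity signal between nickel-chelate acceptor and streptavidin donor beads (final 10 ug/mL) reports binding of 50 nM L3MBTL1 to 75 nM biotin-H3 K9me1 peptide; complex incubated with compounds 30 min at room temperature; cefsulodin titration as control.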
aGlu spleen mod: qHTS Assay for Inhibitors and Activators of Human alpha-Glucosidase From Spleen Homogenate | Lysosomal alpha-glucosidase (Homo sapiens), P10253 | human spleen homogenate, 4-MU-alpha-glucoside fluorescence | Potency, µM (series often up to 79.9 µM), for the others: top-dose activity change, negative = inhibition, hits mostly inhibitors | 240,000 compounds, 0.006% hits | AID 2112, 2009;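 also: 0% = enzyme with vehicle and -100% = no enzyme basal signal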
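Human spleen homogenate (1 ug) incubated with compounds and 1 mM 4-methylumbelliferyl-alpha-D-glucopyranoside in pH 5.0 citrate/phosphate buffer, 37 C, 40 min. Stopped at pH 10; 4-MU fluorescence (Ex 365/Em 440 nm); AC50 by Hill fit.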
RGS12 GoLoco inh: qHTS Assay for Inhibitors of RGS12 GoLoco Motif Activity (Red Fluorophore); 230,000 compounds, 0.44% hits; Guanine nucleotide-binding protein G(i) subunit alpha-1 (Homo sapiens), P63096; Potency, µM (highest dose often 61.6 µM), for the others: at the top dose activity, negative = inhibition, hits mostly inhibitors; Gai1:RGS12 GoLoco peptide FP, rhodamine, 10 min; active = well fitted inhibition curve with a large enough effect, not every such curve was filed as active; inactive = no such curve, though single readings can be large or run the other way; also: nearly all actives have a fitted effect of over 30% in size; many of its hits are not listed in these tables
Target sequence (P63096 whole entry, looked up): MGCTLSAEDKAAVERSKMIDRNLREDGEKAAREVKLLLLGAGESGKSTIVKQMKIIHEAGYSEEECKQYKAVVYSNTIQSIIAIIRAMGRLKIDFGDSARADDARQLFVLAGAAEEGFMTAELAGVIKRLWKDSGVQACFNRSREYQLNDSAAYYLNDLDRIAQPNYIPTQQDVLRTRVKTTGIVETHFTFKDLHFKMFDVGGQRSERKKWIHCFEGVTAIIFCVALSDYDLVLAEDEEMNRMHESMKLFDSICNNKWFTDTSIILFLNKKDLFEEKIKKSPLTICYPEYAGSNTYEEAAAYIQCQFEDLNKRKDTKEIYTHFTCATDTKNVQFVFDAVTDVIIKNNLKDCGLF
TR SRC2 fluor cs: Total Fluorescence Counterscreen for Inhibitors of the Interaction of Thyroid Hormone Receptor and Steroid Receptor Coregulator 2 | AID 1479, 2009 | Potency, µM (doses to about 106 µM), for inactives: at the highest dose fluorescence change, negative = quenching | 280,000 compounds, 0.29% hits | TRb/SRC2 Texas Red total fluorescence interference; active = well fitted curve in either direction with a large enough effect; inconclusive = small, poorly fitted or top-dose-only effect
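Human TRb ligand-binding domain at 0.6 uM with 20 nM Texas Red SRC2 peptide in Tris buffer containing 1 uM T3 and 5% DMSO, incubated with compound 5 h at ambient temperature. Total fluorescence (555/632 nm) calculated as parallel + 2 × perpendicular.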
RECQ1 inh: qHTS Assay for Inhibitors of RecQ-Like Dna Helicase 1 (RECQ1); Potency, µM (highest dose often 57.3 µM), for inactives: at the top dose activity, negative = inhibition, most hits filed as inhibitors; 240,000 compounds, 0.54% hits; AID 2549, 2010; RECQ1 DNA unwinding, red fluorescence kinetic read;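 also: plate controls were vehicle for no effect and no enzyme for full effect; nearly all actives have a fitted effect of over 30% in size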
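RECQ1T1 50 nM; forked duplex (20 bp + 30-nt ss tails) 200 nM, ATP 2 mM final; pH 8.0, 2 mM MgCl2, 2.5 ug/ml poly(dI-dC); 15 min compound preincubation; discontinuous kinetic read over 2 h at RT.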
GAA inh: qHTS Assay for Inhibitors of Human alpha-Glucosidase as a Potential Chaperone Treatment of Pompe Disease | Potency, µM (highest dose often 76.9 µM), inactives show top-dose activity change, negative = inhibition, most hits filed as inhibitors | purified human GAA, 4-MU-alpha-glucoside fluorescence | 200,000 compounds, 0.005% hits | AID 1466, 2008 | Lysosomal alpha-glucosidase (Homo sapiens), P10253;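 also: plate controls were uninhibited enzyme wells for no effect and no-enzyme background for full effect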
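Activity normalized between no-enzyme (basal) and enzyme-only wells. Conditions: 4 nM human enzyme, 400 uM fluorogenic substrate, citrate/phosphate pH 5.0 with Tween-20, 20 min room temperature, compounds up to 77 uM.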
Numbers without * were called inactive; i = inactive; ? = inconclusive; / = no result given; & = joins results of further samples; [ ] = remark or other dose. Unless noted, calls follow the shape of the dose curve; as a rule, active = well fitted curve in the direction sought with a large enough effect; inconclusive = small, poorly fitted or top-dose-only effect, or another doubt; inactive = no such curve, though single readings can be large; an effect the other way counts as inactive or inconclusive. Unless noted, % is scaled to controls: 0 for no effect and ±100 for the full control effect; potency is read from the fitted curve at half-maximal effect. The list is partial. The share of hits here may be higher or lower than overall.

Every second line gives: RECQ1 inh	GAA inh	aGlu spleen mod	RGS12 GoLoco inh	GAA glycogen	TR SRC2 fluor cs	TRb-SRC2 inh	L3MBTL1 inh
- CCCn1c(=O)n(C)c(=O)c2c(SCC(=O)NC34CC5CC(CC(C5)C3)C4)nc(CC(C)C)nc21
  -7%	?	0%	-6%	3%	4%	6%	3%
- CCCCCn1c(N)c(C(=O)NCc2cccs2)c2nc3ccccc3nc21
  15%	?	4%	18%	1%	0%	?	8%
- N#CC1=C(N)Oc2cc(O)ccc2C1c1ccc2c(c1)OCO2 (configuration not stated)
  i	?	2%	3%	-10%	0%	-11%	-11%
- CC(C)[N+]12CCC(CC1)C(C(O)(c1ccccc1)c1ccccc1)C2 (configuration not stated)
  -9%	/	0%	-16%	4%	-1%	-2%	5%
- O=C(CNC(=O)OCc1ccccc1)NCC(=O)Nc1ccc(Br)cc1C(=O)c1ccccc1
  -2%	2%	-4%	-4%	0%	-7%	0%	38%[activator]
- NC(C(=O)O)c1cc(=O)[nH]o1 (configuration not stated)
  -2%	/	6%&2%	11%&-6%	/	1%&-4%	-3%&5%	-3%
- CC(Cl)(Cl)Cl
  17%	/	0%	3%	/	0%[201 µM]	6%[201 µM]	/
- CC(=O)Cc1ccc(OC(C)C)cc1
  18%	-13%	1%	4%	1%	-1%	-2%	6%
- COc1ccc(S(=O)(=O)NC(CC(=O)N2CCC3(CC2)OCCO3)c2ccco2)cc1 (configuration not stated)
  -9%	1%	2%	7%	-6%	-1%	-1%	-2%[11.4 µM]
- O=[N+]([O-])c1ccc(N2CCCC2)c(F)c1Br
  -4%	-14%	-7%	0%	1%	3%	-4%	-18%
- C=CCn1c(O)c(C(CC)=NCCN2CCN(C(=S)NC)CC2)c(=O)[nH]c1=O
  -1%	/	-1%	8%	4%	0%	5%	2%
- Cc1cc(Cl)ccc1O
  2%	/	0%	-3%	/	1%	-3%	/
- CCCNC(=O)c1c(N)n(Cc2ccco2)c2nc3ccccc3nc12
  -3%	?	5%	19%	3%	-6%	-17%	/
- COc1ccccc1N1CCN(Cc2cnc(-c3ccccc3)[nH]2)CC1
  -8%	3%[15.4 µM]	0%	2%	2%	1%	-1%	-25%
- CC(C)n1c(=O)c(C=Nc2cccc([N+](=O)[O-])c2)c(O)n(CCc2ccccc2)c1=O
  -4%	-22%	7%	28%	-6%	-2%	6%	-17%
- CCCCC/C(=N\O)c1c[nH]c2ccccc12
  -12%	2%	-7%	2%	2%	-3%	-14%	-1%
- CC(N)Cc1ccc(O)cc1 (configuration not stated)
  i	/	9%	9%	/	-1%	-1%	/
- CCCCn1c(=O)c(C(=O)Nc2nnc(C(C)C)s2)c(O)c2ccccc21
  i	8%	-2%	13%	22%	-3%	-3%	9%
- CN1CCN(c2ncnc3nc[nH]c23)CC1
  -9%	-4%	-18%	3%	-17%	-3%	1%	27%
- Nc1ccccc1C(=O)OCc1ccc([N+](=O)[O-])cc1
  i	8%	3%	8%	20%	-2%	2%	2%

(listing goes on)
Every second line gives: RECQ1 inh	GAA inh	aGlu spleen mod	RGS12 GoLoco inh	GAA glycogen	TR SRC2 fluor cs	TRb-SRC2 inh	L3MBTL1 inh
- CC(=NCCCN1CCCCC1)c1c(O)n(Cc2ccccc2)c(=O)[nH]c1=O
  11%	14%	-20%	13%	-7%	1%	3%	/
- CN1CSC(=S)N(C)C1
  7%&-3%	2%	0%&-10%	2%&0%	-26%	-3%&1%	-11%&-4%	/
- CC(C)(C)P(=O)(N1CCOCC1)N1CCOCC1
  -4%	-4%	0%	5%	-6%	0%	-3%	12%
- C/C(O)=C(\C#N)C(=O)Nc1cc(Br)ccc1Br
  12%&3%&6%	/	-7%&0%&1%	10%&10%	/	?	7%&-2%&2%	7%
- Cc1ccc(S(=O)(=O)NC(Cc2cnc[nH]2)C(=O)O)cc1 (configuration not stated)
  -2%	0%	-2%	1%	-10%	1%	-1%	4%
- O=C1CC(O)(CF)CCO1 (configuration not stated)
  -5%	/	0%	/	/	-2%	-3%	/
- CC12CN3CCN(C1)CC(C)(C3)C2=NO
  i	2%	0%	2%	-6%	-1%	1%	/
- COc1cc(/C=C2\C(=O)NC(=O)N(c3ccccc3)C2=O)cc(OC)c1OC
  -13%	-4%	-5%	-7%	-2%	2%	13%	/
- Cc1ccc(N2C(=O)NC(=O)/C(=C\c3cccn3C(C)(C)C)C2=O)cc1
  4%	7%	0%	0%	1%	0%	-9%	-2%
- CC(=O)[C@H]1CC[C@H]2C3CC[C@H]4C[C@H](O)CC[C@]4(C)C3CC[C@]12C (some centres not stated)
  i	/	7%	0%	/	-3%	4%	/
- O=C(c1cccs1)c1cn(Cc2ccccc2Cl)c2ccccc12
  -24%	-9%	-10%	1%	-2%	-4%	7%	/
- Cc1cc(/C=C2\C(=O)NC(=O)N(Cc3ccccc3)C2=O)c(C)n1-c1ccc(Cl)c(C(=O)O)c1
  35µM*	4%	3%	26%	10%	-4%	3%	4.5µM*
- O=C(CCCn1c(=O)[nH]c2cc(Cl)ccc2c1=O)N1CCC2(CC1)OCCO2
  4%	2%	-3%	8%	-7%	4%	-3%	2%
- Cc1ccc(C)c(-n2c(C)nc3ccccc3c2=O)c1
  1%	/	2%	3%	3%	3%	3%	7%
- O=S1(=O)CCN(CCc2c[nH]c3ccccc23)CC1
  i	4%	-1%	7%	9%	0%	-4%	5%
- COC(=O)C1=Nc2ccccc2/C1=C\c1c(O)n(-c2ccc(Br)cc2)c(=O)[nH]c1=O
  5%	9%	-10%	82%[activator]	-7%	-2%	0%	-14%
- CCN1c2nc3ccccn3c(=O)c2CC2(C(=O)N(C)C(=O)N(C)C2=O)C1C (configuration not stated)
  -2%	1%	1%	2%	-1%	-3%	-10%	15%
- CC(C)Cc1[nH]c(=O)c(C#N)c2c1CCC2
  -2%	-7%	5%	8%	2%	-1%	0%	4%
- CCC1(OC(=O)CN)C(=O)OCc2c1cc1n(c2=O)Cc2cc3ccccc3nc2-1 (configuration not stated)
  -2%	/	?	0%	-8%	-3%	3%	/
- CP(=O)(O)C1=CCNCC1
  5%&6%	/	-11%&6%	19%&-3%	/	2%&-1%	-11%&1%	/

Copied from the results shown (10 entries):
Every second line gives: RECQ1 inh	GAA inh	aGlu spleen mod	RGS12 GoLoco inh	GAA glycogen	TR SRC2 fluor cs	TRb-SRC2 inh	L3MBTL1 inh
- C/C(O)=C(\C#N)C(=O)Nc1cc(Br)ccc1Br
  12%&3%&6%	/	-7%&0%&1%	10%&10%	/	?	7%&-2%&2%	7%
- Cc1ccc(S(=O)(=O)NC(Cc2cnc[nH]2)C(=O)O)cc1 (configuration not stated)
  -2%	0%	-2%	1%	-10%	1%	-1%	4%
- O=C1CC(O)(CF)CCO1 (configuration not stated)
  -5%	/	0%	/	/	-2%	-3%	/
- CC12CN3CCN(C1)CC(C)(C3)C2=NO
  i	2%	0%	2%	-6%	-1%	1%	/
- COc1cc(/C=C2\C(=O)NC(=O)N(c3ccccc3)C2=O)cc(OC)c1OC
  -13%	-4%	-5%	-7%	-2%	2%	13%	/
- Cc1ccc(N2C(=O)NC(=O)/C(=C\c3cccn3C(C)(C)C)C2=O)cc1
  4%	7%	0%	0%	1%	0%	-9%	-2%
- CC(=O)[C@H]1CC[C@H]2C3CC[C@H]4C[C@H](O)CC[C@]4(C)C3CC[C@]12C (some centres not stated)
  i	/	7%	0%	/	-3%	4%	/
- O=C(c1cccs1)c1cn(Cc2ccccc2Cl)c2ccccc12
  -24%	-9%	-10%	1%	-2%	-4%	7%	/
- Cc1cc(/C=C2\C(=O)NC(=O)N(Cc3ccccc3)C2=O)c(C)n1-c1ccc(Cl)c(C(=O)O)c1
  35µM*	4%	3%	26%	10%	-4%	3%	4.5µM*
- O=C(CCCn1c(=O)[nH]c2cc(Cl)ccc2c1=O)N1CCC2(CC1)OCCO2
  4%	2%	-3%	8%	-7%	4%	-3%	2%

Next entries follow.
Every second line gives: RECQ1 inh	GAA inh	aGlu spleen mod	RGS12 GoLoco inh	GAA glycogen	TR SRC2 fluor cs	TRb-SRC2 inh	L3MBTL1 inh
- NC(N)=NOCCC(N)C(=O)O (configuration not stated)
  ?	/	-26%&4%	-9%&3%	/	-16%&-1%	4%&-4%	/
- CCC(C)n1c(O)c(C=NC(C)c2ccccc2)c(=O)[nH]c1=S (configuration not stated)
  -12%	/	-3%	-18%	-19%	1%	-14%	34%[activator]
- O=c1[nH]c(=O)n(Cc2ccco2)c(O)c1C=NCc1cccs1
  -9%	0%	1%	6%	0%	0%	-14%	/
- CCCCn1c(C)c(C(=O)OCC)c2c(CN3CCOCC3)c(O)ccc21
  8%	-3%	-6%	-12%	-29%	1%	-1%	/
